CSN deneddyl inh = CSN deneddylation inhibition; Purified CSN, SCF-Nedd8-OG deneddylation, fluorescence polarization; Q92905; inhibition, % at 12.5 µM; AID 651999; 360,000 tested, 0.38% active;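 active = pattern-corrected inhibition above about 35%, with an unprinted fluorescence ratio check between 0.5 and 1.5, limit read from the data, passing the limit was not always enough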;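 also: 0% = enzyme with substrate and 100% = substrate without enzyme; some results filed as inactive read as strong as hits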
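Test system: purified human Csn5 enzyme expressed in HEK293T cells. Amount: 0.24 nM enzyme. Reagent: SCFSkp2-Nedd8OG substrate at 10 nM final. Schedule: 90 min incubation of compound, enzyme and substrate at room temperature. Detection: fluorescence polarization. Read-out: % inhibition of substrate cleavage by Csn5.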
FAS-TE inh = inhibitors of human fatty acid synthase thioesterase domain; 360,000 tested, 0.67% active; inhibition, % at 15 µM; recombinant FAS-TE, OMFH fluorogenic substrate, fluorescence endpoint; P49327;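 active = compounds whose normalised, plate-corrected inhibition of enzyme fluorescence in the single-dose primary screen is 50% or more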;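 also: 0% = DMSO with enzyme and 100% = substrate without enzyme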
MLLE-PAM2 inh = inhibitors of microRNA-mediated deadenylation, human PABP1 MLLE binding. P11940. GST-MLLE / FITC-PAM2 fluorescence polarization. inhibition, % at 20 µM. 360,000 tested, 0.36% active. AID 588489; in the data active = inhibition above about 35%, passing the limit was not always enough;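 also: plate controls were DMSO wells with GST-MLLE for no effect and wells lacking GST-MLLE protein for full effect; some results filed as inactive read as strong as hits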
Neddylation inh = cullin neddylation inhibition. P61081+Q13564. TR-FRET cullin neddylation, biochemical. calls only at 25 µM. 360,000 tested, 0.58% active. AID 651699; in the data active = inhibition above about 36%
Rin1-Abl PPI inh = human Rin1-Abl interaction inhibition; inhibition, % at 7.35 µM; P00519+Q13671; TR-FRET Rin1/Abl binding, biochemical; 360,000 tested, 0.4% active; AID 588664; in the data active = inhibition above about 5%, passing the limit was not always enough
MsrA act = bovine methionine sulfoxide reductase A activation. purified bovine MsrA, absorbance read-out. activation, % at 10.6 µM. 360,000 tested, 0.3% active. AID 602163; in the data active = activation above about 7.5%;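 also: 0% = vehicle and 100% = reference activator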
Tb MetRS inh = Trypanosoma brucei MetRS inhibition; inhibition, % at 11.9 µM; 360,000 tested, 0.4% active; AID 624268; purified T. brucei MetRS, ATP depletion, Kinase-Glo luminescence;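 active = inhibition above a per-plate cutoff of the control wells' mean inhibition plus 3 SD, cut at about 5.5% in these data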;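 also: 0% = DMSO wells median and 100% = median of wells with control inhibitor compound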
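Dosing: 11.9 µM compound single dose, 0.9% DMSO; Assay system: purified T. brucei MetRS enzyme; Measured by: Kinase-Glo luciferase luminescence reporting remaining unconsumed ATP; Schedule: 15 min plus 2 h at 25 °C.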
E coli Lon inh = inhibitors of E. coli Lon protease. 360,000 tested, 0.42% active. purified E. coli Lon protease, fluorescence polarization. inhibition, % at 7.94 µM. P0A9M0; in the data active = inhibition above about 13%, passing the limit was not always enough;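 also: 0% = enzyme with probe and DMSO and 100% = no enzyme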
MsrA inhibitor = inhibits bovine methionine sulfoxide reductase A; AID 651718; 360,000 tested, 0.75% active; inhibition, % at 15.5 µM; purified bovine MsrA, absorbance read-out; in the data active = inhibition above about 4.5%;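 also: 0% = vehicle wells with enzyme and 100% = reference inhibitor wells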
* hit, by the source's call; i = inactive; . = no result given.

SMILES	CSN deneddyl inh	FAS-TE inh	MLLE-PAM2 inh	Neddylation inh	Rin1-Abl PPI inh	MsrA act	Tb MetRS inh	E coli Lon inh	MsrA inhibitor
CCOc1ccccc1C(=O)Nc1nccs1	4	-5	7	i	0	-9	-1.6	-5	-0.5
COc1cnc(-c2ccccc2)nc1Oc1ccccc1C	1	18	-7	i	1	0	-0.5	0	-0.8
CCC(=O)Nc1nc2ccccc2n1Cc1ccc(C)cc1	2	-3	-5	i	-1	0	-0.1	-4	0.7
COc1ccc(Nc2nc(N)nc(CSc3n[nH]c(-c4ccccc4)n3)n2)cc1	0	-9	-19	i	4	-12	-0.7	3	-1.1
CS(=O)(=O)c1ccc(C(=O)Nc2ccc(N3CCOCC3)cc2)c(Cl)c1	-4	-3	-7	i	-2	-1	0.2	-6	0.3
O=C(/C=C/c1ccc(F)cc1)NCC1(c2ccccc2)CCOCC1	2	-2	-11	i	-1	-6	0.0	12	1.1
Cc1ccc(C(=O)c2ccccc2C(=O)OCC(=O)N2CCCC2)cc1	8	-4	-28	i	3	-6	-0.1	-15	-0.1
COC(=O)c1[nH]c2cc(OC)ccc2c1NC(=O)CCN1CCCC(C)(C)C1	-4	-9	-6	i	2	-1	0.2	-4	0.2
COc1cc(/C=C/C(=O)OCC(=O)NCCC2=CCCCC2)cc(OC)c1OC	-2	-1	-10	i	2	-3	0.3	-2	-0.1
COc1ccc2c(c1)c(C(=O)O)c(C)n2CCc1ccc(OC)c(OC)c1	-3	-4	12	i	2	-2	0.2	-3	-0.9
CC(NC(=O)COC(=O)c1ccc([N+](=O)[O-])s1)c1ccccc1 (stereo not drawn)	2	-2	1	i	-2	-4	-1.2	2	-0.5
CS(=O)(=O)c1ccc(C(=O)Nc2nc(-c3ccco3)c(-c3ccco3)s2)cc1	71	9	-5	i	2	-10	-0.3	-20	2.1
O=C1c2ccccc2C(c2nnnn2-c2ccc3c(c2)OCCO3)N1Cc1cccs1 (stereo not drawn)	-3	-5	.	i	.	-3	-1.0	-3	0.8
Cc1cccc(C)c1NC(=S)NN(Cc1ccccc1)c1ccccc1	2	1	21	i	-5	-1	0.1	-3	-0.5
CCC1CCCCN1CCNC(=O)C1CCN(S(=O)(=O)c2cccc3nsnc23)CC1 (stereo not drawn)	4	-9	-13	i	-4	-1	0.0	5	0.4
COc1ccccc1N(CC(=O)N/N=C(\C)c1ccccc1O)S(=O)(=O)c1ccc(C)cc1	0	24	-5	i	5	-1	-0.3	-5	-0.1
COC(=O)[C@]12CCCCC=C1N(Cc1ccccc1)C(=O)[C@H](CC(=O)NCc1ccc(OC)c(OC)c1)C2	-6	-1	.	i	.	-4	-1.0	-3	1.4
COc1ccccc1CNC(=O)c1cc(-c2ccccc2C)n(CC2CC(c3cccc([N+](=O)[O-])c3)=NO2)n1 (stereo not drawn)	1	36	0	i	0	-1	0.1	2	-0.1
CC(C)C(c1nnnn1Cc1ccco1)N1CCN(c2cccc(Cl)c2)CC1 (stereo not drawn)	0	30	1	i	-3	2	-0.1	8	1.7
O=C(CC(NC(=O)c1ccccc1)c1ccccc1)Nc1ccc(F)c(F)c1 (stereo not drawn)	0	1	-14	i	1	-2	0.8	0	-0.8
CC1(C(=O)NCc2cccs2)CCN1C(=O)Cc1ccc(Cl)cc1Cl (stereo not drawn)	0	-3	4	i	0	-2	-0.1	-11	-1.1
COC(=O)C1=C/CCCN(C(c2ccccc2)c2ccccc2)/C=C\1C(=O)OC	2	11	-3	i	0	-2	0.0	-20	0.7
Cc1nn(C(C)(C)C)c(OC(=O)c2cccs2)c1Sc1ccccc1	-3	22	12	i	-1	-6	-1.0	-3	0.2
O=C(CSc1ccc(Cl)cc1)Nc1cccc(-c2nc3ccccc3[nH]2)c1	7	0	3	i	-1	-13	-0.3	6	3.3
COc1cccc2c(=O)n(CC(=O)N3CCc4ccccc43)ccc12	-2	-2	-7	i	1	0	0.1	0	-0.8

The list continues.
SMILES	CSN deneddyl inh	FAS-TE inh	MLLE-PAM2 inh	Neddylation inh	Rin1-Abl PPI inh	MsrA act	Tb MetRS inh	E coli Lon inh	MsrA inhibitor
CC(=O)c1ccc(NC(=O)C(C)NCc2ccccc2Cl)cc1 (stereo not drawn)	7	3	-13	i	1	-14	-1.4	7	0.7
O=C(O)c1cccc(NC(=S)N/N=C/c2c[nH]c3ccccc23)c1	3	-6	31	i	1	-4	0.5	-8	5.2*
COc1ccc2c(COC(=O)CCS(=O)(=O)c3ccccc3)cc(=O)oc2c1	5	4	-7	.	-1	-4	-0.3	6	.
Cc1cc(C)n(-c2nc(C(F)(F)F)nc3ccccc23)n1	-3	6	-2	i	6	-16	-5.6	-3	-0.6
CCOC(=O)C1CCN(C(=O)c2cn(C)c(=O)c3cc(OC)c(OC)cc23)CC1	6	-3	-7	i	8	-1	-0.2	0	0.6
Cc1cc(O)c(S(=O)(=O)c2ccccc2)c(C)c1NS(=O)(=O)c1ccccc1	2	8	-8	i	0	-13	1.1	-10	0.3
CCCCOc1ccc(C(=O)Nc2ccc(OCC(=O)N3CCOCC3)cc2)cc1	-1	0	20	i	-1	-4	-0.2	-4	-1.3
O=C(CN1C(=O)c2ccccc2C1=O)Nc1ccccc1C(=O)NC1CCCCC1	1	0	3	i	2	-3	-1.1	-4	-1.0
CCCCOC(=O)Nc1sc2c(c1C(=O)OC)CCC2	2	21	12	i	3	-1	-0.3	-7	1.0
COc1cc(/C=C2/C(=O)NN(c3ccc(F)cc3)C2=O)cc(Cl)c1O	14	0	-151	i	-3	-6	-0.5	-21	3.4
CCCCNC(=O)N(c1c(N)n(Cc2ccccc2)c(=O)[nH]c1=O)C1CCCC1	4	-10	-3	i	1	-3	-0.3	-2	-0.1
COCc1nnc(NC(=O)CC(C)C)s1	5	-2	22	i	-4	-1	0.1	-7	-0.7
COC(C/C=C\[C@@H](O)COCc1ccccc1)OC	-5	-6	1	i	2	-1	-0.2	-4	-0.3
Cc1cc(C)c2cc(C#N)c(N3CCNCC3)nc2c1	4	-38	2	i	-4	-1	-0.9	-1	0.1
c1ccc2sc(Cc3nnc4n3CCCCC4)nc2c1	-2	-5	13	i	4	-2	-0.5	-5	0.8
CN(C)c1ccc(C2N3CC4(C)CN2CC(C)(C3)C4O)cc1 (stereo not drawn)	-4	-6	-5	i	-1	-10	-1.7	-1	5.5*
COc1ccc(C(=O)N2CCN(C3CCC(c4ccccc4)CC3)CC2)cc1OC (stereo not drawn)	-1	-4	-5	i	1	1	0.7	-3	1.0
CC(C)(C)C(=O)C(Cc1ccccc1Cl)n1cncn1 (stereo not drawn)	3	-9	1	i	-3	-4	0.1	3	0.6
Cc1ccc(/C=N\NC(=O)Cc2noc3ccccc23)cc1	-4	-3	2	i	-3	2	1.9	0	0.9
CCCc1cc(C(=O)Nc2cc(C)ccc2O)no1	-4	-4	0	i	4	-4	-0.6	0	1.6
Cc1cc(NC(=O)/C=C/c2ccc(Cl)cc2)no1	0	-6	0	i	-1	-5	0.3	1	-0.3
CCCNC(=O)c1ccccc1C(=O)NCCC	3	-9	9	i	0	0	-1.0	-18	1.1
CC(C)(C)c1ccc(OCC(O)CN2CCCC2)cc1 (stereo not drawn)	2	-6	1	i	3	-1	0.0	-9	-0.7
NS(=O)(=O)c1ccc(CCNC(=O)c2ccc(Br)s2)cc1	1	-8	3	i	2	-8	-0.9	-1	0.4
C=CCc1cccc2cc(C(=O)Nc3ccc(S(=O)(=O)Nc4nnc(CC)s4)cc3)c(=O)oc12	13	8	16	i	0	-11	-1.5	0	0.7

Copied from the list.
O=C(CN1C(=O)c2ccccc2C1=O)Nc1ccccc1C(=O)NC1CCCCC1 @ E coli Lon inh: -4
O=C(O)c1cccc(NC(=S)N/N=C/c2c[nH]c3ccccc23)c1 @ FAS-TE inh: -6

Following part:
SMILES	CSN deneddyl inh	FAS-TE inh	MLLE-PAM2 inh	Neddylation inh	Rin1-Abl PPI inh	MsrA act	Tb MetRS inh	E coli Lon inh	MsrA inhibitor
CCCCc1nc2cc(C(=O)N3CCCCC3CC(=O)OCC)ccc2o1 (stereo not drawn)	1	12	9	i	3	4	-0.4	6	0.7
O=C(NC(=S)N1CCN(CCO)CC1)C12CC3CC(CC(C3)C1)C2	-3	-6	17	i	-1	-3	2.5	3	0.0
Cc1ccccc1NC(=O)CCNS(=O)(=O)c1ccc2[nH]c(=O)oc2c1	0	-6	-11	i	-3	-4	0.1	2	-0.5
NC(=O)c1ccc(Oc2ccc(Cl)cc2)c([N+](=O)[O-])c1	2	5	14	i	0	-4	0.2	1	-1.1
Cn1nnc2c(C(N)=O)ncn2c1=O	-4	-12	39*	i	2	-1	-0.1	16	0.0
CC1(C(=O)NS(=O)(=O)c2ccccc2C(F)(F)F)CCN1C(=O)CCC1CCCC1 (stereo not drawn)	0	-6	11	i	5	0	0.2	-3	0.8
Cc1ccc(CCNC(=O)C2CCN(S(=O)(=O)c3ccc4c(c3)oc(=O)n4C)CC2)cc1	6	-6	-9	i	2	-3	0.2	-5	-1.0
CCCn1c(SC(C)C(=O)NCC2CCCO2)nc2cc(Cl)ccc2c1=O (stereo not drawn)	2	4	-36	i	-1	-6	-0.6	-3	-0.1
COc1ccc(/C=N/NC(=O)CCc2n[nH]c(=O)[nH]c2=O)cc1O	-6	-6	-3	i	-2	-9	-0.7	1	1.1
Cc1cccc(OCCC(=O)Nc2ccccc2C(N)=O)c1	2	-2	-11	i	0	-2	-0.4	-13	-1.0
Cc1ccccc1S(=O)(=O)NC(=O)C1(C)CCN1C(=O)CC1CCCCC1 (stereo not drawn)	-3	-8	3	i	-6	-3	0.6	4	-0.6
O=C(CCCN1C(=O)C2C3C=CC(C3)C2C1=O)N1CCN(c2ccccc2)CC1 (stereo not drawn)	-6	-7	6	i	1	-3	-0.5	5	-1.0
CCN(CC)CCn1c2c(c(SCC(=O)Nc3cccc4ccccc34)nc1=O)CCC2	1	-9	-12	i	1	-11	-0.6	-1	0.2
Cc1ccc(-c2noc(C3CCCN(C(=O)c4ccccc4)C3)n2)o1 (stereo not drawn)	-4	-17	-2	i	1	-13	-1.8	0	-0.8
O=C(COC(=O)Cc1ccc(F)cc1)NC1CCCCCC1	-3	-3	-2	i	2	-3	-0.4	-7	0.3
O=C(CSC1CS(=O)(=O)c2cc([N+](=O)[O-])ccc21)NNC(=O)c1ccc(Cl)cc1 (stereo not drawn)	-1	32	22	i	3	1	0.1	3	-1.7
C=CCN1C(=O)[C@@H]2Cc3c([nH]c4ccccc34)C(c3ccc(O)cc3)N2C1=S (stereo partly drawn)	31	12	-59	i	2	-3	-0.6	-231	.
COC(=O)c1ccc(COC(=O)c2cc3ccccc3oc2=O)cc1	4	-1	-4	i	3	-2	-0.8	-2	0.8
CCCN=C1CC(C)(C)CC(=O)/C1=C(/O)CCC	-8	-5	2	i	0	-3	-0.1	-10	0.3

Just CSN deneddyl inh, MsrA act and FAS-TE inh, for 6 of the compounds above:
mol | CSN deneddyl inh | MsrA act | FAS-TE inh
Cc1ccccc1S(=O)(=O)NC(=O)C1(C)CCN1C(=O)CC1CCCCC1 (stereo not drawn) | -3 | -3 | -8
O=C(CCCN1C(=O)C2C3C=CC(C3)C2C1=O)N1CCN(c2ccccc2)CC1 (stereo not drawn) | -6 | -3 | -7
CCN(CC)CCn1c2c(c(SCC(=O)Nc3cccc4ccccc34)nc1=O)CCC2 | 1 | -11 | -9
Cc1ccc(-c2noc(C3CCCN(C(=O)c4ccccc4)C3)n2)o1 (stereo not drawn) | -4 | -13 | -17
O=C(COC(=O)Cc1ccc(F)cc1)NC1CCCCCC1 | -3 | -3 | -3
O=C(CSC1CS(=O)(=O)c2cc([N+](=O)[O-])ccc21)NNC(=O)c1ccc(Cl)cc1 (stereo not drawn) | -1 | 1 | 32

Screening data: PubChem, several laboratories
